Bioassay records: PubChem BioAssay, several laboratories
bovine MsrA act – activates bovine MsrA enzyme; purified bovine MsrA, absorbance read-out; activation, % at 10.6 µM; hit rate 0.3% among 360,000; in the data active means activation above about 7.5%;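 further: 0% = vehicle and 100% = reference activator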
TbMetRS inhib – Trypanosoma brucei MetRS inhibition | inhibition, % at 11.9 µM | AID 624268 | purified T. brucei MetRS, ATP depletion, Kinase-Glo luminescence | hit rate 0.4% among 360,000;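 active means inhibition above a per-plate cutoff of the control wells' mean inhibition plus 3 SD, cut at about 5.5% in these data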;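 further: 0% = DMSO wells median and 100% = median of wells with control inhibitor compound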
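Material: T. brucei methionyl-tRNA synthetase, purified; reagent: substrates ATP, L-methionine and bulk Escherichia coli tRNA; dosing: 11.9 µM single point; timing: 15 min plus 2 h at 25 °C; detection: luminescence of leftover ATP; evaluation: % inhibition; control set: DMSO-only wells as low control; replicates: singlicate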
MsrA inh – inhibitors of bovine MsrA; purified bovine MsrA, absorbance read-out; inhibition, % at 15.5 µM; hit rate 0.75% among 360,000; in the data active means inhibition above about 4.5%;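 further: 0% = vehicle wells with enzyme and 100% = reference inhibitor wells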
E coli Lon inh – inhibitors of E. coli Lon protease; hit rate 0.42% among 360,000; purified E. coli Lon protease, fluorescence polarization; AID 602123; inhibition, % at 7.94 µM; P0A9M0; in the data active means inhibition above about 13%, passing the limit was not always enough;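 further: 0% = enzyme with probe and DMSO and 100% = no enzyme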
Target sequence (P0A9M0 whole entry, looked up): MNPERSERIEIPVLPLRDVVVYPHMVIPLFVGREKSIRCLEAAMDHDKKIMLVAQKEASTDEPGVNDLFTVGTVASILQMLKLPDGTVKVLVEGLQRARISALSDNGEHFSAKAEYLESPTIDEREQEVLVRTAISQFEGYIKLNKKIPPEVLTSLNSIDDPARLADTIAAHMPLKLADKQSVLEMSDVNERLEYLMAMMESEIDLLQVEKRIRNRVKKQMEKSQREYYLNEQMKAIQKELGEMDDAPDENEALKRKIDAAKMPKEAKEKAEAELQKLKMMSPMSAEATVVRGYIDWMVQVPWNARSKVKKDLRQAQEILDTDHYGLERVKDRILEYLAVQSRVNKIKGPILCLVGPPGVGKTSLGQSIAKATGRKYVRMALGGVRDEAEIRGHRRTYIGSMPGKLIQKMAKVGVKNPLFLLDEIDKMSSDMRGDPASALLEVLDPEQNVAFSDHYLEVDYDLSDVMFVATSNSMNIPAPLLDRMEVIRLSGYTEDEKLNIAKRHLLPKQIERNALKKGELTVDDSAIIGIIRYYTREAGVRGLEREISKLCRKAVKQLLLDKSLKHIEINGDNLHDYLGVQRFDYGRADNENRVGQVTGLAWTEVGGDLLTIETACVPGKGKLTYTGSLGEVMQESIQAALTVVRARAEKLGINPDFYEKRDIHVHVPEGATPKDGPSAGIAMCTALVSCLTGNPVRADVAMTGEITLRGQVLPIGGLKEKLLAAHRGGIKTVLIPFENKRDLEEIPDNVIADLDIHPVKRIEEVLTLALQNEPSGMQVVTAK
DNMT1 block – DNMT1 (human) enzyme inhibition; inhibition (reported as % activation of signal), % at 10 µM; AID 588458; DNMT1 molecular beacon, Hinp1I cleavage, fluorescence; P26358; hit rate 0.83% among 360,000; in the data active means inhibition above about 50%
SUMO1 PPI mod – alters human SUMO1 binding to SIM partners | P63165 | SUMO1 binding to a labelled peptide, TR-FRET, 1 h | inhibition, % at 20 µM | hit rate 0.33% among 360,000 | AID 602429; in the data active means inhibition above about 37%
Target sequence (P63165 whole entry, looked up): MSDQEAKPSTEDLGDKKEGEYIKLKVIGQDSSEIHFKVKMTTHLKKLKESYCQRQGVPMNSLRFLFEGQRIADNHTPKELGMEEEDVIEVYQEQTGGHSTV
STEP inh – blocks human striatal-enriched tyrosine phosphatase; inhibition, % at 20 µM; hit rate 0.25% among 360,000; P54829; recombinant STEP, OMFP fluorogenic substrate, fluorescence;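 active means inhibition at 20 µM, scaled per plate between control wells, above about 37%, limit read from the data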;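 further: 0% = DMSO with enzyme and substrate and 100% = substrate only without enzyme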
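Test system: STEP tyrosine phosphatase / Reagent: OMFP at 25 µM / Doses: 20 µM, 1% DMSO / Read-out: percent inhibition scaled to no-enzyme and uninhibited-enzyme controls, plate-pattern corrected / Detection: FITC-channel fluorescence of OMFP product / Medium: Bis-Tris buffer pH 6.0, 2.5 mM DTT, 0.005% Tween 20 / Schedule: 20 min at room temperature, dark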
LMPTP inh – blocks human LMPTP phosphatase | recombinant LMPTP-A, OMFP fluorogenic substrate, fluorescence intensity | hit rate 0.22% among 360,000 | P24666 | AID 651560 | inhibition, % at 20 µM;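 active means compounds that cut the enzyme signal by at least half of the control window in the single-dose screen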;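 further: plate controls were DMSO wells with enzyme plus substrate for no effect and substrate without enzyme for full effect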
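Test system: LMPTP-A phosphatase enzyme. Amount: LMPTP-A at 0.625 nM final in the reaction. Reagent: OMFP substrate, 400 µM final. Times: 50 min at room temperature. Signal: endpoint fluorescence intensity from OMFP dephosphorylation. Read-out basis: % inhibition. Benchmarks: no-enzyme and uninhibited controls.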
Scp-1 inhibitor – Scp-1 (human) phosphatase inhibition. Q9GZU7. Recombinant Scp1, phosphopeptide, malachite green phosphate absorbance. inhibition, % at 20 µM. hit rate 0.88% among 340,000;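 active means inhibition above about 50% at 20 µM, limit read from the data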;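 further: plate controls were DMSO wells with enzyme for no effect and wells lacking enzyme for full effect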
Target sequence (Q9GZU7 76-261 limits assumed): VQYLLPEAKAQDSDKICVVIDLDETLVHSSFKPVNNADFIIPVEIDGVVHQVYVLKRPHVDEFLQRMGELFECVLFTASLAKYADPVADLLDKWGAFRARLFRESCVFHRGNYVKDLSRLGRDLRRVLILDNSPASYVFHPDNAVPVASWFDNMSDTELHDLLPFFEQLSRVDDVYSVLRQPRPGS
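assay system = SCP-1 phosphatase catalytic domain, residues 76-261 | buffer or medium = 50 mM Tris acetate pH 5.5, 0.005% Tween-20, 10 mM MgCl2 | incubation = enzyme reaction 45 min at room temperature, colour 5 min, stabilisation 30 min | signal = Phosphate-binding colour reagent, absorbance read at 630 nm | measure = % inhibition at 20 µM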
CendR NRP1 mod – NRP-1/CendR interaction modulation; O14786; hit rate 0.85% among 360,000; FAM-RPARPAR peptide binding to NRP-1, fluorescence polarization; inhibition, % at 25 µM; AID 602438;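 active means inhibition or corrected inhibition above about 18%, plus a signal ratio from 0.5 to 1.5, limit read from the data, passing the limit was not always enough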; further: strong numbers were not always called active
* marks the source's active call; other numbers are inactive results; x = not tested or not shown.

SMILES	bovine MsrA act	TbMetRS inhib	MsrA inh	E coli Lon inh	DNMT1 block	SUMO1 PPI mod	STEP inh	LMPTP inh	Scp-1 inhibitor	CendR NRP1 mod
Cc1ccc(-c2nc(C=Nc3cccc(C)c3)c(O)o2)cc1	-9	-0.8	2.0	-1	5	-2	-1	1.7	-6	-4
COc1ccc(C#Cc2ccc3c(c2)O[C@@H](CN(C)C(=O)Nc2cccc(OC)c2)[C@H](C)CN([C@@H](C)CO)S3(=O)=O)cc1	-2	0.6	3.2	4	-25	-1	-1	3.8	x	-25
COc1ccc(C2=NN(C(=O)CSc3nc(=O)n4ccc(C)cc4n3)C(c3ccc(C)cc3)C2)cc1 (centres undefined)	-4	-0.5	-0.4	-5	-7	-82	3	6.0	-2	10
O=C(COc1ccc2c3c(c(=O)oc2c1)CCCC3)NCC(O)c1ccccc1 (centres undefined)	-9	-0.5	-0.1	7	1	-30	2	-1.2	2	-2
Cc1nc2c(C)cccn2c(=O)c1NC(=O)c1ccc(Br)o1	-2	-0.3	3.0	14	2	-10	1	0.1	2	10
NS(=O)(=O)c1ccc(-n2nncc2C23CC4CC(CC(C4)C2)C3)cc1	1	0.4	1.9	-6	3	1	-2	0.3	0	11
CCOC(=O)c1ccc(-c2ccc(C=O)o2)cc1	-4	-0.2	3.8	-11	4	-22	-2	0.2	-4	0
O=C(CN1CCN(C(=O)N2CCCCC2)CC1)Nc1ccc(F)cc1	-2	-1.3	0.5	-6	-3	-1	-5	-0.3	-9	5
CCCCN(C(=O)c1ccc(Cl)cc1)C1CC2CCC(C1)N2C (centres undefined)	-8	-0.5	-0.3	-3	1	-2	-2	-2.1	38	3
CN(C1CCCCC1)S(=O)(=O)c1cccc2nsnc12	-3	0.0	0.3	-1	-2	-27	0	0.3	-2	3
Cc1ccc(CN2C(=O)CCC2C(=O)NCCCN2CCCCC2C)cc1 (centres undefined)	1	-0.4	-0.8	7	-1	3	-6	-0.3	-6	-2
CC(C)c1ccc(NC(=O)C2Cc3c(-c4cccc(F)c4)ccnc3O2)cc1 (centres undefined)	-8	-0.2	1.2	-3	0	-2	-3	1.5	x	5
CCN1CCN(c2ccc(S(=O)(=O)N3CCOCC3)cc2NC(=O)CCC(C)C)CC1	-3	-0.4	-1.3	-9	0	5	0	-0.8	-5	6
CCCCN(C(=O)c1cc(-c2ccc(F)cc2)nc2ccccc12)c1c(N)n(CCCC)c(=O)[nH]c1=O	-3	-0.4	0.3	0	12	1	-3	-1.3	2	-25
CC(C)(C)n1nc2c(c1NC(=O)c1ccc(S(=O)(=O)N3CCCC3)cc1)CS(=O)C2 (centres undefined)	-2	0.1	-1.4	-1	4	0	-4	-0.2	12	2

Compound profiles (already shown). Order of values: bovine MsrA act	TbMetRS inhib	MsrA inh	E coli Lon inh	DNMT1 block	SUMO1 PPI mod	STEP inh	LMPTP inh	Scp-1 inhibitor	CendR NRP1 mod
NS(=O)(=O)c1ccc(-n2nncc2C23CC4CC(CC(C4)C2)C3)cc1 reads 1	0.4	1.9	-6	3	1	-2	0.3	0	11
Cc1ccc(CN2C(=O)CCC2C(=O)NCCCN2CCCCC2C)cc1 (centres undefined) reads 1	-0.4	-0.8	7	-1	3	-6	-0.3	-6	-2
CCCCN(C(=O)c1cc(-c2ccc(F)cc2)nc2ccccc12)c1c(N)n(CCCC)c(=O)[nH]c1=O reads -3	-0.4	0.3	0	12	1	-3	-1.3	2	-25
CC(C)(C)n1nc2c(c1NC(=O)c1ccc(S(=O)(=O)N3CCCC3)cc1)CS(=O)C2 (centres undefined) reads -2	0.1	-1.4	-1	4	0	-4	-0.2	12	2
COc1ccc(C2=NN(C(=O)CSc3nc(=O)n4ccc(C)cc4n3)C(c3ccc(C)cc3)C2)cc1 (centres undefined) reads -4	-0.5	-0.4	-5	-7	-82	3	6.0	-2	10

The results go on:
SMILES	bovine MsrA act	TbMetRS inhib	MsrA inh	E coli Lon inh	DNMT1 block	SUMO1 PPI mod	STEP inh	LMPTP inh	Scp-1 inhibitor	CendR NRP1 mod
O=C(CSCC(=O)OCC(=O)c1ccc(Br)cc1)Nc1ccc(Br)cc1	0	3.0	-0.6	3	-9	2	2	3.6	0	6
NC(=O)CSc1nnc(-c2ccc(S(=O)(=O)N3CCOCC3)cc2)n1Cc1ccccc1	-8	1.0	0.0	0	1	0	-5	-1.6	3	16
Cc1ccccc1OCC(O)CN1CCN(C)CC1 (centres undefined)	-4	0.7	0.1	-15	0	1	-3	-4.7	1	9
CCc1nc(SCC(=O)Nc2nnc(CC)s2)c2c(C)c(C)sc2n1	-2	-0.7	0.0	-6	22	1	2	-1.0	-11	-25
O=[N+]([O-])c1ccccc1OCCN1CCOCC1	-2	-1.4	-0.6	0	0	-1	-2	-0.1	-5	-7
CC(=O)Cn1nnc2sc(-c3ccccc3)cc2c1=O	-5	0.8	2.4	-12	-16	-21	-1	0.9	6	-28
COc1ccccc1C(=O)Nc1nc(-c2cccs2)c(NC(C)=O)s1	-3	-0.5	2.7	-2	0	-3	3	0.6	1	-12
Cn1cnnc1SCC(=O)NN(c1ccccc1)c1ccccc1	-2	0.1	0.8	0	5	2	-2	-1.3	-7	-4
Cc1ccc(N2CC(C(=O)Nc3ncc([N+](=O)[O-])s3)CC2=O)cc1 (centres undefined)	-1	-0.2	0.3	-4	0	-32	2	0.3	-2	9
S=c1[nH]nc(COc2ccccc2)n1/N=C/c1ccc(Cl)cc1Cl	-1	-1.0	-0.5	-8	4	0	10	0.8	-9	-1
CCN(CC)CCCn1c(=S)[nH]c2cc(Cl)ccc2c1=O	-2	0.0	0.1	8	-3	-4	2	-1.1	-10	-2
O=C(O)c1cccc(Oc2cccc(Cl)n2)c1	-6	-0.9	1.5	-1	0	2	0	2.5	-1	13
Cc1cc(NC(=O)CCCn2nc([N+](=O)[O-])c(Cl)c2C)no1	-8	-1.1	1.8	5	17	-9	-3	-0.2	6	6
N/C(=N\c1nc(CSc2ccc(Cl)cc2)cc(=O)[nH]1)Nc1ccccc1C(F)(F)F	-9	-1.5	-1.2	11	-2	-5	-1	0.7	9	5
CCc1ccc(-c2csc3ncn(CC(=O)NCc4ccco4)c(=O)c23)cc1	0	0.1	0.8	-3	4	1	3	2.4	-2	-10
Cc1ccc(CN(C)C2CCN(C)CC2)cc1	4	-0.2	-0.8	-14	2	7	1	-7.2	-10	18
O=C(O)c1cccc(S(=O)(=O)Nc2cc(Cl)ccc2Cl)c1	-2	-0.4	0.3	4	4	9	-1	-1.5	-4	-3
COc1ccccc1NC(=O)COC(=O)/C=C/c1ccc(OC)c(OC)c1	-5	0.0	1.9	5	2	-15	1	-0.2	-7	7
O=C(CCCN1C(=O)c2ccccc2C1=O)NCCN1C(=O)S/C(=C\c2cccs2)C1=O	-5	-0.1	0.8	5	-1	-22	1	0.0	1	-9
COc1ccc2cc(C(=O)C3CCCN(Cc4ccccn4)C3)ccc2c1 (centres undefined)	4	-0.6	1.8	16	-1	-14	-2	1.3	-9	15
Cc1cccc(N2CCN(C3=NC(=O)/C(=C\c4cn[nH]c4-c4ccccc4)S3)CC2)c1	-2	0.4	1.6	-8	11	-4	8	-0.5	-14	7
O=C(O)c1ccccc1C(=O)Nn1cnnc1	-4	-1.4	0.6	2	0	1	-4	-2.4	-1	-2
Cc1ccc(CNC(=O)CSc2ncn[nH]2)cc1	-6	0.2	-0.9	-3	-2	-2	-1	-1.2	4	0
CCN1CCN(CC(=O)Nc2nc3ccc(OC)cc3s2)CC1	-7	-1.4	0.8	-18	3	-3	-3	-3.4	-5	4
CC(=O)c1cccc(-c2ccnc3c2CC(C(=O)Nc2cccc(Oc4ccccc4)c2)O3)c1 (centres undefined)	-2	-0.4	-0.3	-3	-14	5	1	2.7	x	-10
Cc1ccc2cc(CN(Cc3cccs3)Cc3nnnn3CC3CCCO3)c(=O)[nH]c2c1C (centres undefined)	-6	-1.0	-0.2	0	-1	-1	3	0.7	-8	4
COc1ccc(CCNC(=O)c2cc(Cl)nc3ccccc23)cc1	-3	-0.4	-1.3	-12	-1	-3	3	-0.5	-8	4
COc1ccc(Nc2nccc(OC)c2C#N)cc1	-2	-0.2	-0.2	-1	3	3	-1	-1.4	-4	-13
Cc1ccc(Nc2c([N+](=O)[O-])ccc3nonc23)cc1C	-1	-0.1	0.7	4	-2	-25	2	2.6	-13	-1
COc1cccc(C(=O)COc2ccccc2N2C(=O)C3C4C=CC(C4)C3C2=O)c1 (centres undefined)	-2	-0.9	1.2	-11	3	3	0	-1.3	-7	-5
O=C(CCc1nnc(-c2ccccc2)o1)NCC1CCN(C2CCCC2)CC1	-3	-0.6	-0.3	-4	-2	2	-4	0.1	-4	1
Cc1ccc(S(=O)(=O)N2CCN(C(=O)CSc3ccc(Cl)cc3)CC2)cc1	-2	-0.8	-0.4	-3	0	-4	1	2.0	-7	10
c1ccc(-c2nnc3n2N=C(c2ccc4c(c2)OCO4)CS3)nc1	2	-0.2	0.0	-4	3	-4	3	2.3	-8	0
O=C(Nc1ccc(S(=O)(=O)Nc2nccc(C3Cc4ccccc4C(=O)O3)n2)cc1)c1ccccc1 (centres undefined)	-5	-0.8	-0.8	-3	3	9	-4	-1.8	-1	0
CCOC(=O)c1[nH]c2ccc(OC)cc2c1N=CN(C)C	-3	-0.1	2.8	2	2	-6	1	-0.6	-1	0
CN(C)S(=O)(=O)c1cccc(NC(=S)N/N=C/c2cccc(O)c2)c1	1	-0.4	2.7	-7	-5	5	-1	0.4	-1	4
COC(=O)CC1C(C(=O)OC)ON2OC(C(=O)OC)C(C(=O)OC)C12 (centres undefined)	-4	-0.2	0.6	0	-3	1	4	13	22	9
O=C(CCn1cnnn1)NC1CCCN(Cc2ccccc2F)C1 (centres undefined)	-2	-0.4	-0.9	5	0	1	-2	-0.8	6	-1
O=C(NCc1ccco1)c1cccc(S(=O)(=O)N2CCN(Cc3ccccc3)CC2)c1	1	-0.6	1.2	-6	6	-8	0	-6.6	-3	6
Cc1cccc(OCCCCc2c(C)n[nH]c2C)c1	-4	-0.3	-1.5	0	-5	0	1	-0.1	-6	-4
COCCn1c(SCC(=O)Nc2cc(C)nn2-c2ccccc2)nnc1-c1ccncc1	3	0.1	-0.5	12	2	-4	-1	-1.4	-2	3
Cc1ccc(-c2csc3nc(SCC(=O)Nc4ccc(Cl)c(C(=O)O)c4)[nH]c(=O)c23)cc1	0	1.0	-0.3	2	7	29	3	-0.9	5	-78
Cc1ccc(-c2nnc(Nc3cccc(O)c3)c3ccccc23)cc1S(=O)(=O)NCCO	-5	-0.1	2.8	-16	90*	-5	-1	0.6	-2	3
O=c1[nH]c(NCCO)nc2c1C1(CCCCC1)Cc1ccccc1-2	-2	-0.7	0.7	-2	-4	-1	1	0.9	-2	-7
COc1ccc(-c2cc(C(=O)N3CCCC(C(F)(F)F)C3)c3ccccc3n2)cc1 (centres undefined)	-1	-0.1	1.8	1	0	-1	2	-3.5	-4	7
